SENP8 inh: blocks human SENP8 cleavage of Nedd8 substrate. Q96LD8. recombinant SENP8, Nedd8 substrate fluorescence. inhibition, % at 20 µM. hit rate 0.64% among 360,000; in the data active = inhibition mostly above about 40%, no sharp cut-off; inactive = mostly below about 27%
Target sequence (Q96LD8 whole entry, looked up): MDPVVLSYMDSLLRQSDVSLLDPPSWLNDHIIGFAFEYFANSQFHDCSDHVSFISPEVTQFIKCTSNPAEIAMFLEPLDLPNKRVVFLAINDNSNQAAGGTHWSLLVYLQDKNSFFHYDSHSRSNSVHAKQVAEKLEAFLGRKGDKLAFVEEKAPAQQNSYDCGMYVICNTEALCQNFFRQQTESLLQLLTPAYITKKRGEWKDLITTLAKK
SENP1 inh: inhibitors of human SENP1 SUMO protease catalytic domain; recombinant SENP1 catalytic domain, CyPet-SUMO1-YPet FRET cleavage; hit rate 0.21% among 360,000; AID 624204; inhibition, % at 10 µM;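 active = inhibition at least 30% at 10 µM, raw YFP signal under a set limit, fluorescence ratio 0.5 to 1.5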;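 also: 0% = enzyme with DMSO and 100% = no enzyme wells; some results filed as inactive read as strong as hits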
Target sequence (Q9P0U3 419-644 limits assumed): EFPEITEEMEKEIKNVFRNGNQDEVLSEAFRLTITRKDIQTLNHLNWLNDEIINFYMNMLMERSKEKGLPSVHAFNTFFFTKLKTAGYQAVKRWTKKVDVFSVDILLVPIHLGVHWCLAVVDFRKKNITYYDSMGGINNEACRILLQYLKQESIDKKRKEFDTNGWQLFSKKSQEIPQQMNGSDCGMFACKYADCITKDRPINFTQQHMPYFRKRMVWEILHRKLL
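Test system: hSENP1 catalytic domain, recombinant; Amount: 20 pM final SENP1 enzyme; Medium: Tris pH 8 buffer plus EDTA, NaCl, BME, BSA, NP40, catalase; Schedule: 50 min enzyme reaction, room temperature, light-protected; Technique: FRET fluorescence in CFP and YFP emission channels; Controls: no-enzyme wells low, DMSO-plus-enzyme wells high control.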
PfG6PD inh: PfG6PD (Plasmodium falciparum) enzyme inhibition | PfGluPho enzyme, NADPH resazurin-diaphorase fluorescence | inhibition, % at 20 µM | hit rate 0.78% among 350,000;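 active = inhibition reaching at least a set limit at 20 µM in the primary screen, cut at about 59% in these data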;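 also: 0% = DMSO wells with substrate and 100% = DMSO wells lacking glucose-6-phosphate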
An asterisk follows results filed as active; i = inactive. Only part of the results is shown; rates above refer to the full screens.

SMILES | SENP8 inh | SENP1 inh | PfG6PD inh
COc1ccc(C2CC(=O)Nc3cc(OC)c(OC)cc32)cc1 (stereo unspecified) | 23 | 2 | 4
CN(CCCn1ccc(NC(=O)OCc2ccccc2)nc1=O)CCc1ccccn1 | 6 | 0 | -4
COc1ccccc1NC(=O)CN(Cc1ccco1)C(=O)c1cc(Cl)c(OC)c(OC)c1 | -5 | -3 | 17
O=C(NCCO)C(=O)NCC(c1cccs1)S(=O)(=O)c1ccc(F)cc1 (stereo unspecified) | 17 | 2 | 7
Cc1cc(=O)c2c(=O)[nH][nH]c2[nH]1 | 2 | 2 | -12
CC1=C(C(=O)N2CCOCC2)CC(CC(=O)NCC2CCCCC2)C(=O)N1Cc1ccc(F)cc1 (stereo unspecified) | -1 | 3 | 0
CCCC(=O)N(Cc1cc2cc(OC)ccc2[nH]c1=O)c1ccccc1OC | -347 | 0 | -17
COc1ccc(N2C(=O)CC(Sc3nccc(C)n3)C2=O)c(OC)c1 (stereo unspecified) | 10 | 1 | -3
NS(=O)(=O)c1ccc(CCNC(=O)CSc2nc3ccsc3c(=O)n2Cc2ccccn2)cc1 | 8 | -9 | 5
NC(=O)CCC(C(=O)O)N1C(=O)C2C3CCC(C3)C2C1=O (stereo unspecified) | 15 | 1 | 3
COc1ncnc2c1ncn2CCCNCc1ccccn1 | 13 | 4 | 17
CNC(=O)C[C@H]1C(=O)N(c2ccc(OC)cc2)C[C@@H]1C | 4 | -1 | 1
C[C@H](CO)N1C[C@H](C)[C@@H](CN(C)C(=O)c2ccncc2)OCc2cnnn2CCCC1=O | 1 | 2 | 8
COc1ccc(S(=O)(=O)N(C)C[C@@H]2OCc3cnnn3CCCC(=O)N([C@H](C)CO)C[C@@H]2C)cc1 | 15 | 0 | 1
COc1ccc(C(=O)N2C=Cc3ccccc3C2C#N)cc1 (stereo unspecified) | 50* | -8 | -3
FC(F)(F)c1nc2nccnc2[nH]1 | -18 | -4 | -14
O=C(COC(=O)c1c(F)cccc1F)Nc1cccc(S(=O)(=O)N2CCCCC2)c1 | 14 | -1 | 10
CSc1ncnc2c1ncn2CCCNCC(C)c1ccccc1 (stereo unspecified) | 10 | 0 | 10
Cc1ccc(-c2ccc(CN3C(C(C)C)C(=O)N(Cc4cn(CCC5OCCO5)nn4)CCS3(=O)=O)cc2)cc1 (stereo unspecified) | 13 | 0 | 17
COC(=O)C1CC(c2ccccc2)N(c2ccccc2)O1 (stereo unspecified) | 14 | -2 | -9
Cn1c(=O)c2c(-c3ccccc3)n(-c3ccccc3S)cc2n(C)c1=O | 11 | 1 | 18
CC(C)CSCC1OC(n2cnc3c(N)nccc32)C(O)C1O (stereo unspecified) | 0 | -2 | -6
CCOC(=O)C1CCc2c(ccc3ccccc23)N1CCC#N (stereo unspecified) | i | -2 | 19
O=C(COC(=O)Cc1ccccc1F)NCc1ccccc1Cl | -2 | 1 | 2
COc1cccc(C(=O)NCCS(=O)(=O)N2CCCC(C)C2)c1 (stereo unspecified) | 12 | 0 | 4
(cont.)
SMILES | SENP8 inh | SENP1 inh | PfG6PD inh
CC(NS(=O)(=O)c1cc2c3c(c1)CCN3C(=O)CC2)c1ccccc1 (stereo unspecified) | 3 | 0 | -10
O=S(=O)(Nc1nc(-c2ccco2)c(-c2ccco2)s1)c1ccc(F)cc1F | -117 | -7 | 15
O=C(Nc1ccc(NC(=S)NC(=O)c2ccco2)cc1)c1ccc(Br)cc1 | 8 | -1 | 3
Cc1ccc(-c2ccc(CN3C(C(C)C)C(=O)N(Cc4cn(Cc5ccco5)nn4)CCS3(=O)=O)cc2)cc1 (stereo unspecified) | 8 | -2 | 19
C[C@@H]1CN([C@@H](C)CO)C(=O)CCCn2cc(nn2)CO[C@H]1CN(C)S(=O)(=O)c1ccccc1F | -18 | 2 | -3
CN(CC(=O)Nc1cccc(S(=O)(=O)N(C)c2ccccc2)c1)Cc1cccs1 | 24 | -1 | 15
CCN1C(=O)[C@H]2[C@@H](c3ccc(C)cc3)N[C@]3(CCCN(CC4CCCCC4)C3=O)[C@H]2C1=O | 10 | -1 | 3
CCN1C(=O)[C@H]2[C@@H](c3ccc(OC)cc3)N[C@]3(CCCN(Cc4ccc(Cl)cc4)C3=O)[C@H]2C1=O | 4 | 3 | -18
Cc1ccc(NC(=O)CSc2nnnn2C)cc1S(=O)(=O)N1CCCCC1 | 5 | 1 | -5
COc1ccc([C@H]2C[C@@H](n3cc(-c4ccc(F)cc4)nn3)[C@H](O)CN2Cc2cccs2)cc1 | 10 | 0 | -1
CN(C)c1ccc(N=Nc2nccs2)cc1 | 37 | 2 | 33
COc1ccc(-n2nc3c(c2NC(=O)c2ccccc2)CS(=O)(=O)C3)cc1 | 0 | 1 | -7
Cc1nc(Cc2nnc(SCC(=O)N3c4ccccc4NC(=O)C3(C)C)o2)cs1 | 9 | 1 | 4
COC(=O)c1ccc(CNC(=O)C(Cc2ccccc2)NC(=O)c2ccccc2)cc1 (stereo unspecified) | 12 | 2 | 19
COc1cccc(OC)c1C(=O)NCc1ccco1 | 7 | -1 | -6
COc1ccccc1CN1CC(C(=O)NCCCCc2ccccn2)CCC1=O (stereo unspecified) | 4 | 3 | -17
COCOCCn1cc(CN2CCS(=O)(=O)N(Cc3ccc(-c4ccc(Cl)cc4)cc3)C(C(C)C)C2=O)nn1 (stereo unspecified) | 7 | 1 | 9
COCCCn1c(=O)/c(=C/c2ccccc2OC(C)C)s/c1=C(\C#N)C(=O)Nc1ccc(C(=O)O)cc1 | -138 | -31 | 19
COc1ccc(-c2ccc(CN3C(CC(C)C)C(=O)N(Cc4cn(CC5CCCCC5)nn4)CCS3(=O)=O)cc2)cn1 (stereo unspecified) | 6 | 1 | 29
c1coc(-c2cnc3ccccc3n2)c1 | -492 | -19 | 11
C[C@@H]1CN([C@@H](C)CO)C(=O)c2c(c3ccccc3n2C)-c2ccccc2CO[C@H]1CN(C)C(=O)C1CC1 | -10 | 0 | -6
O=c1c2cc([N+](=O)[O-])ccc2sn1-c1ccccc1 | 21 | 0 | 121*
Cc1noc(C)c1CCC(=O)Nc1cc(C(=O)O)ccc1Cl | 10 | 2 | -12
O=C1NC(Cc2ccccc2)c2nc3cc(F)c(F)cc3c(=O)n2-c2cc3ccccc3cc21 (stereo unspecified) | -2 | -2 | 7
N#CCC(=O)Nc1ccc(C(=O)OCC(=O)Nc2cc(-c3ccccc3)nn2-c2ccccc2)cc1 | -63 | -20 | 18

Part of the list above, limited to PfG6PD inh:
compound | PfG6PD inh
Cc1ccc(NC(=O)CSc2nnnn2C)cc1S(=O)(=O)N1CCCCC1 | -5
COc1ccc([C@H]2C[C@@H](n3cc(-c4ccc(F)cc4)nn3)[C@H](O)CN2Cc2cccs2)cc1 | -1
CN(C)c1ccc(N=Nc2nccs2)cc1 | 33
COc1ccc(-n2nc3c(c2NC(=O)c2ccccc2)CS(=O)(=O)C3)cc1 | -7

Following part:
SMILES | SENP8 inh | SENP1 inh | PfG6PD inh
Cc1ccc(S(=O)(=O)N2C[C@H]3C(=O)C[C@@H](c4cccc(Cl)c4)N(S(=O)(=O)c4ccc(C)cc4)[C@H]3C[C@H]2c2ccc(Cl)cc2)cc1 | 15 | -3 | 0
O=C(Nc1c(Cl)ccc2nsnc12)c1ccc(Br)o1 | -156 | 3 | -5
CCOC(=O)N(C)C[C@@H]1OCc2cnnn2CCCC(=O)N([C@H](C)CO)C[C@@H]1C | 8 | 1 | 19
Cc1ccc(Cl)c(NC(=O)CN2C(=O)C(C)N(c3ccc(F)cc3)C2=O)c1Cl (stereo unspecified) | 2 | 1 | 2
CCCCCCn1c(=O)n2n(c1=O)C[C@]1(OC(=O)NCc3ccc(OC)c(OC)c3)CN(S(=O)(=O)c3ccc(C)cc3)C[C@]1(O)C2 | 8 | 2 | 25
COc1ccc(CC(=O)Cc2ccc(OC)c(OC)c2)cc1OC | 8 | -6 | -5
CCCCN1C(=O)C(CC(=O)NC2CCCC2)CC(C(=O)N2CCOCC2)=C1C (stereo unspecified) | -22 | 3 | -9
CCN(CC)C(=O)C1=C(C)N(Cc2ccccc2)C(=O)C(CC(=O)NCCCN(C)C)C1 (stereo unspecified) | 7 | 0 | -6
Cc1ccc(S(=O)(=O)N(C)c2ccc(C(=O)NCC(c3ccco3)N3CCCC3)cc2)cc1 (stereo unspecified) | 8 | -3 | -6
Cc1onc(-c2ccccc2)c1NC(=O)OC(C)c1cccnc1 (stereo unspecified) | 8 | -2 | 3
COc1ccc(/C=C2/SC(=O)N(CCNC(=O)C3CC(=O)N(Cc4ccccc4)C3)C2=O)cc1 (stereo unspecified) | 14 | 1 | 5
O=C(N=Nc1c(O)[nH]c2ccc(Br)cc12)c1ccco1 | 36 | 4 | 2
Cc1ccc2cc(CNC[C@H]3O[C@@H](n4cc(C)c(=O)[nH]c4=O)C[C@@H]3O)c(N3CCOCC3)nc2c1 | -74 | -4 | 3
Cc1ccc([C@H]2C[C@@H](n3cc(-c4ccc(F)cc4)nn3)[C@H](O)CN2C(=O)c2cccs2)cc1 | 2 | 1 | -7
O=[N+]([O-])c1ccc(CN2CC(N3CCCC3)CS2(=O)=O)cc1 (stereo unspecified) | -23 | 1 | 8
Cc1noc(C)c1NC(=O)Nc1ccc2c(c1)C(=O)N([C@H](C)CO)C[C@H](C)[C@@H](CN(C)S(=O)(=O)c1ccc(Cl)cc1)OCCCC[C@@H](C)O2 | 13 | -1 | -8
C[C@H](CO)N1C[C@H](C)[C@@H](CN(C)S(=O)(=O)c2cccc(F)c2)OCc2cn(nn2)CCCC1=O | 17 | 0 | 0
COc1ccc(S(=O)(=O)N2CCCCCC2)cc1NC(=O)CCNC(=O)c1ccc(Cl)cc1 | 14 | 0 | -20
O=C(c1ccc(Br)cc1)N1CCN(c2ccccn2)CC1 | 21 | 3 | -6
COCCNC(=S)N1CCC(C(=O)c2ccc(Cl)cc2)CC1 | 14 | 0 | -15
C[C@H](CO)N1C[C@H](C)[C@@H](CN(C)C(=O)Nc2ccc(F)cc2)Oc2ncc(-c3ccc(F)cc3)cc2C1=O | -5 | -2 | 20
C[C@@H]1CCCCO[C@@H](CN(C)S(=O)(=O)c2ccc(Cl)cc2)[C@@H](C)CN([C@H](C)CO)C(=O)c2cc(N(C)C)ccc2O1 | -7 | 3 | 4
O=C(COC(=O)c1cccc(S(=O)(=O)N2CCOCC2)c1)NC1CCCCC1 | 12 | 1 | -6
O=C(COC(=O)Cc1ccc(Cl)cc1)NCc1ccc(Cl)cc1 | 13 | 0 | -7
COCCNC(=O)c1cc(S(=O)(=O)N2CCC3(CC2)OCCO3)ccc1F | 4 | 3 | 8

Marked active in PfG6PD inh, of those listed so far:
Molecule	SENP1 inh	PfG6PD inh
O=c1c2cc([N+](=O)[O-])ccc2sn1-c1ccccc1	0	121*

Compounds shown so far containing an aryl thioether with sulfur outside any ring:
SMILES | SENP8 inh | SENP1 inh | PfG6PD inh
COc1ccc(N2C(=O)CC(Sc3nccc(C)n3)C2=O)c(OC)c1 (stereo unspecified) | 10 | 1 | -3
NS(=O)(=O)c1ccc(CCNC(=O)CSc2nc3ccsc3c(=O)n2Cc2ccccn2)cc1 | 8 | -9 | 5
CSc1ncnc2c1ncn2CCCNCC(C)c1ccccc1 (stereo unspecified) | 10 | 0 | 10
Cc1ccc(NC(=O)CSc2nnnn2C)cc1S(=O)(=O)N1CCCCC1 | 5 | 1 | -5
Cc1nc(Cc2nnc(SCC(=O)N3c4ccccc4NC(=O)C3(C)C)o2)cs1 | 9 | 1 | 4

Going on with the list.
SMILES | SENP8 inh | SENP1 inh | PfG6PD inh
Cc1ccc(CNC(=O)CSc2nnc(CNC(=O)c3ccc(F)cc3)o2)cc1 | 4 | 3 | 3
c1ccc2c(c1)nc(N1CCCCCC1)c1nncn12 | -63 | 0 | 4
Cc1cc(C)nc(NS(=O)(=O)c2ccc(NC(=O)c3ccccc3Br)cc2)n1 | 9 | -4 | -2
CC(C)C1C(=O)N(Cc2cn(CC3CCCCC3)nn2)CCS(=O)(=O)N1Cc1ccc(-c2ccc(F)nc2)cc1 (stereo unspecified) | 1 | 2 | 22
CCCc1c(C(=O)N/N=C/c2ccc(OCc3ccccc3)cc2)nnn1-c1nonc1N | -9 | 1 | 4
Nc1ncnc(N)c1NC(=O)c1cc(Cl)c(OCc2ccccc2)c(Cl)c1 | 11 | 2 | 2
COc1ccccc1NC(=O)N(C)C[C@@H]1OCc2cn(nn2)CCCC(=O)N([C@@H](C)CO)C[C@H]1C | 14 | 1 | 3
COc1ccccc1OCCSc1nc2ccccc2n1CC(=O)O | -1 | -3 | -6
C[C@H](CO)N1C[C@H](C)[C@H](CN(C)C(=O)Nc2ccc(F)cc2)OCc2cnnn2CCCC1=O | -4 | 2 | 2
Cc1ccc(CNC(=O)c2ccc(S(=O)(=O)N3CCCCCC3)cc2)cc1 | 29 | 1 | -13
COc1cc2c(cc1OC)C(CNC(=O)C=Cc1ccccc1)C2 (stereo unspecified) | 16 | 1 | 15
CCCCCC(=O)N1C[C@H](n2cc(C3CC3)nn2)[C@@H](O)C[C@@H]1c1ccccc1 | -5 | 0 | -13
COc1ccccc1NC(=O)N(C)C[C@@H]1OCc2cnnn2CCCC(=O)N([C@@H](C)CO)C[C@H]1C | 0 | 0 | 11

Compound activity as filed in PubChem.
